Bioassay records as filed in PubChem BioAssay.
Pf growth 48h: inhibits P. falciparum growth in the first generation, 48 h. P. falciparum luciferase growth in erythrocytes, 48 h. Potency, µM (doses to about 28.7 µM), for inactives: at the highest dose activity change, negative = inhibition, most hits filed as inhibitors. 310,000 compounds, 5.9% hits; also: potency is read from the fitted curve at half-maximal effect; % is scaled to controls: 0 for no effect and ±100 for the full control effect
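Here the parasites carry a stable luciferase gene and grow inside erythrocytes in Albumax-based RPMI medium with compound for one erythrocytic cycle. Activity is scored as loss of luminescent signal.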
Shiga toxin inh: Shiga toxin inhibition; AID 2315; inhibition, % at 38.7 µM; Vero cells, Shiga toxin protein synthesis inhibition reporter; 290,000 compounds, 9.2% hits; in the data active = inhibition mostly above about 28%, no sharp cut-off; inactive = mostly below about 43%; also: 0% is about no effect
Cycloheximide cs: affects cycloheximide protein synthesis inhibition readout, counter-screen | 300,000 compounds, 12% hits | cell reporter, cycloheximide protein synthesis inhibition counterscreen | AID 2314 | max response, %; in the data active = max response mostly above about 13%, no sharp cut-off; inactive = mostly below about 14%; also: read at 38.3 µM for the half of the compounds with a filed dose; 0% is about no effect
Pf growth 96h: inhibits malaria parasite growth, 96 h; P. falciparum luciferase reporter growth, 96 h; Potency, µM (top dose mostly 28.7 µM), inactives show top-dose activity change, negative = inhibition, usual class: inhibitors; 320,000 compounds, 6.9% hits; also: potency is read from the fitted curve at half-maximal effect; % is scaled to controls: 0 for no effect and ±100 for the full control effect
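Two parasite generations (96 h, 37 C, 5% CO2) of compound exposure in infected erythrocytes (0.05% parasitemia, 2% hematocrit). Luciferase-reporter P. falciparum; decreased luminescence indicates inhibited growth, aimed at apicoplast-acting delayed death.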
FBPA Giardia inh: blocks Giardia fructose-bisphosphate aldolase activity; 290,000 compounds, 0.71% hits; Potency, µM (top dose mostly 59.6 µM), for inactives: top-dose activity, negative = inhibition, most hits filed as inhibitors; purified Giardia FBPA; also: potency is read from the fitted curve at half-maximal effect; % is scaled to controls: 0 for no effect and ±100 for the full control effect; nearly all actives have a fitted effect of over 55% in size
Target sequence (A8B2U2 whole entry, looked up): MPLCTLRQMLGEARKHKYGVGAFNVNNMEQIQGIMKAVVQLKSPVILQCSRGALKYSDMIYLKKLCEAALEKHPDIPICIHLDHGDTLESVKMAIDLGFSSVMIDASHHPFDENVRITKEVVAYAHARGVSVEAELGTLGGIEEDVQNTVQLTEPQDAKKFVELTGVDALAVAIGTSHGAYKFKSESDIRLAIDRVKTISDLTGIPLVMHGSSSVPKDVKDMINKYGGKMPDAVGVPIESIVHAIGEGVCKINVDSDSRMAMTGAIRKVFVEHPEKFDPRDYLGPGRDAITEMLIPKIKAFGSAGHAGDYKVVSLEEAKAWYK
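Giardia FBPA (40 nM reagent) was preincubated 10 min at RT with compound (up to 57.5 uM final), then substrate plus GAPDH/TPI/NAD/arsenate coupling system with diaphorase/resazurin was added; resorufin fluorescence (525/598 nm) was read after 20 min.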
Sm TGR block: S. mansoni TGR enzyme inhibition; Q962Y6; purified TGR, DTNB reduction, TNB absorbance 405 nm; Potency, µM (top dose mostly 114 µM), without a hit: at the top dose activity change, negative = inhibition, hits mostly inhibitors; 360,000 compounds, 3% hits; also: potency is read from the fitted curve at half-maximal effect; % is scaled to controls: 0 for no effect and ±100 for the full control effect; nearly all actives have a fitted effect of over 60% in size
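First, TGR (20 nM dispensed) and NADPH were mixed with compound. Second, a 15 min room-temperature incubation followed. Third, further NADPH and then DTNB were added to start the reaction. Finally, TNB absorbance was monitored kinetically.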
Numbers without * were called inactive; ? = inconclusive; nt = no result given; & = joins results of further samples; [ ] = remark or other dose. Unless noted, calls follow the shape of the dose curve; as a rule, active = well fitted curve in the direction sought with a large enough effect; inconclusive = small, poorly fitted or top-dose-only effect, or another doubt; inactive = no such curve, though single readings can be large; an effect the other way counts as inactive or inconclusive. This is a random part of the collection. Share with any hit: about 24%.

SMILES	FBPA Giardia inh	Sm TGR block	Cycloheximide cs	Pf growth 48h	Shiga toxin inh	Pf growth 96h
CCOC(=O)C1(C)/C(=N/Nc2ccc(Cl)cc2)C(=O)C(=O)N1c1ccccc1 (configuration not stated)	-3%	50µM*	-3	8%	1	nt
COc1ccc(C(=O)NC2CCCc3c2cnn3-c2cc(F)cc(F)c2)c(OC)c1OC (configuration not stated)	12%	0%	-1	4%	-6	-29%
O=C(NC(=S)NCc1ccccc1)c1cccc([N+](=O)[O-])c1	?	-7%	1	0%	-7	116%[activator]
Cc1ccc(NC(=O)CN2CCC(NC(=O)c3ccccc3F)CC2)cc1C	18µM*	3%	-1	-6%	-10	26%
Cc1cccc(NC(=S)NN2CCN(C)CC2)c1C	-2%	?	-2	nt	-24	nt
O=C(COC(=O)C1CC1)Nc1c(Cl)cccc1C(F)(F)F	nt	0%	nt	48%[activator]	nt	-1%
COc1ccc(S(=O)(=O)N2CCCCC2)cc1NC(=O)Cc1sc(C)nc1-c1ccc(F)cc1	nt	1%	nt	12µM*	nt	?
COc1cccc(C(=O)NCC2(c3ccc(OC)c(OC)c3)CCCC2)c1	-1%	-30%	-2	-20%	-3	0%
O=C(COC(=O)CNC(=O)c1cccc([N+](=O)[O-])c1)Nc1cccc(S(=O)(=O)N2CCCC2)c1	6%	3%	0	1%	-16	7%
CC(CNC(=O)c1cncc(O)c1)NC(=O)c1cncc(O)c1 (configuration not stated)	nt	?	14	14%	-8	77%[activator]
COc1ccc(/C=N/NC(=O)c2ccc(=O)n(C)c2)cc1OC	-2%	8%	3	-10%	-7	?
CCCNC1=C(C)C(=O)C2=C(C1=O)C(COC(N)=O)[C@]1(OC)C3NC3CN21 (some centres not stated)	?	35µM*	-2	1.3µM*	-7	0.19µM*
O=C(CN1CCN(c2ccc(O)cc2)CC1)Nc1ccc2c(c1)OCCCO2	nt	?	nt	?	nt	?
Cc1ccc(C)c(NC(=S)NNC(=O)c2csc3c2CCCC3)c1	6%	-7%	0	6%	-18	nt
O=C(O)[C@H](Cc1ccccc1)NC(=O)N1CCN(c2ccc(F)cc2)CC1	2%	-9%	1	16%	-7	-3%
CC(=O)c1ccc(NC(=S)Nc2ccc(Br)c(Cl)c2)cc1	-17%	22µM*	-1	-1%	-4	-1%
CSc1ccc(CCNC(=O)CCc2nnc3ccc(N4CCOCC4)nn23)cc1	2%	-17%	1	-26%	-3	?
COCCC(=O)N1CCc2ccc(NC(=O)c3ccc(C(F)(F)F)cc3)cc2C1	11%	-5%	14	3%	26*	0%
COc1cccc(NC(=O)c2c(C)cc(C)cc2CC(C)(C)C(=O)O)c1	2%	0%	-2	20%	-15	5%
CCOc1ccc(N(CC(=O)NC2CCCCC2)C(=O)CCC(=O)Nc2nc(C)cs2)cc1	-6%	1%	-3	?	-19	6%
Cc1sc2ncn(CC(=O)NCC(=O)N3CCN(c4ccc(F)cc4)CC3)c(=O)c2c1C	8%	-2%	-8	27%	-9	-2%
COCCN1C(=O)N(c2ccccc2)C(=O)C1CC(=O)Nc1cc(OC)cc(OC)c1 (configuration not stated)	15%	7%	-4	-12%	nt	?
CCn1c(C)nc2cc(C(=O)NNC(=O)c3ccc(Cl)nc3)ccc21	1%	8%	5	42%[activator]	12	83%[activator]
CCc1c(C)[nH]c2c(C)cccc2c1=O	1%	1%	-3	nt	-13	-4%

Some of the entries above in a different format.
SMILES: CC(=O)c1ccc(NC(=S)Nc2ccc(Br)c(Cl)c2)cc1
  FBPA Giardia inh: -17%; Sm TGR block: 22µM*; Cycloheximide cs: -1; Pf growth 48h: -1%; Shiga toxin inh: -4; Pf growth 96h: -1%
SMILES: CSc1ccc(CCNC(=O)CCc2nnc3ccc(N4CCOCC4)nn23)cc1
  FBPA Giardia inh: 2%; Sm TGR block: -17%; Cycloheximide cs: 1; Pf growth 48h: -26%; Shiga toxin inh: -3; Pf growth 96h: ?

Next section.
SMILES	FBPA Giardia inh	Sm TGR block	Cycloheximide cs	Pf growth 48h	Shiga toxin inh	Pf growth 96h
CCN1CCN(CCCNC(=O)c2cc3c(=O)[nH]c4ccccc4c3s2)CC1	2%	-19%	-5	nt	-4	10µM*
COc1ccc(-c2cc(C(=O)N/N=C(\C)c3cccnc3)c3ccccc3n2)cc1	3%	2%	12*	11%	53	6%
O=C(Nc1ccc(F)c(F)c1)c1cnc(-c2ccccc2)nc1-c1ccccc1	2%	9%	20	34%[activator]	2	65%[activator]
Cc1cccc(NC(=O)COC(=O)CCc2ccc(S(=O)(=O)N3CCOCC3)cc2)c1C	10%	0%	-2	36%[activator]	24	39%[1.15 µM]
CC1CCc2nc(NC(=O)c3ccco3)sc2C1 (configuration not stated)	-3%	-3%	3	37%[activator]	-24	-2%
CCOc1ccc(N2C(=O)CC(S/C(N)=N/N=C/c3cccs3)C2=O)cc1 (configuration not stated)	1%	11%	0	-18%	-8	11%
Cc1cc(OCC(=O)Nc2cnn(CCCC(=O)O)c2)ccc1Cl	-8%	3%&-1%	1	7%	-8	32%[activator]
Cc1ccc(S(=O)(=O)N2CCN(S(=O)(=O)N3CCOCC3)CC2)c(C)c1	1%	0%	-1	nt	-33	-1%
CC(=O)c1c(C)[nH]c(C(=O)OCC(=O)Nc2sc3c(c2C#N)CCCC3)c1C	2%	-22%	-1	17%	22	49%[activator]
CCOC(=O)N=Nc1c(O)n(Cc2ccccc2)c2ccccc12	-2%	8%	29*	-8%	46*	20%
Cn1c(SCC(=O)Nc2cccc(C(=O)O)c2)nnc1-c1cc2cc(Br)ccc2o1	5%	-16%	-1	33%[activator]	1	-46%
CC12CCC(=O)N1C(C(=O)Nc1ccc(F)c(Cl)c1)CS2 (configuration not stated)	nt	2%	nt	-18%	nt	22%
CCn1cc(C(=O)NCc2ccco2)c(=O)c2cc(S(=O)(=O)N3CCCC3)ccc21	11%	-12%	-3	-19%	-5	14%
CC(=O)c1sc(Nc2cccc(C)c2)nc1C	1%	nt	46*	43%[activator]	91*	41%[activator]
CCCSC1=C(C#N)C(c2ccc(Cl)cc2Cl)CC(=O)N1 (configuration not stated)	1%	-19%	-2	?	9	16%
COc1cccc(C(=O)Nc2cc(C)nn2-c2ccccc2)c1OC	nt	6%	-1	?	-8	?
CCCCCc1nnc(N)s1	1%	-2%	-6	nt	-2	17%
Cc1nc(SCC(=O)N2CCCCCC2)[nH]c(=O)c1C	nt	-1%	nt	11%	nt	21%
COC(=O)CNC(=O)COC(=O)/C=C/c1ccc2ccccc2n1	-2%	-15%	20*	?	32*	-17%
CCOC(=O)C1=C(CNCCc2ccc(Cl)cc2)NC(=O)NC1c1cccc([N+](=O)[O-])c1 (configuration not stated)	-3%	-1%	-3	?	-8	17%
CCCCC(c1nnnn1CC1CCCO1)N1CCN(c2cccc(C)c2C)CC1 (configuration not stated)	-8%	-4%	2	13µM*	-4	nt
COc1ccc(CC(=O)NC(c2ccccc2)c2ccccc2)cc1S(=O)(=O)N1CCOCC1	5%	-16%	-1	?	-16	nt
Cc1ccc(OCC(=O)Nc2ccc(N3CCN(C(=O)c4ccco4)CC3)cc2)cc1	4%	-2%	2	?	6	5.2µM*
O=C(CSc1nc2ccccc2[nH]1)c1ccccc1F	-7%	0%	40*	-40%	92*	-17%
CCOCCCNCc1cc(Br)ccc1OCC	-1%	6%	1	0%	-10	10%
CC(C)NC(=O)C1COc2ccccc2O1 (configuration not stated)	2%	-4%	9	-13%	17	-1%
COC(=O)c1cnc(SCc2ccc(Cl)cc2)n1C	-16%	0%	47*	60%[activator]	65*	43%[activator]
C=CCNC(=S)NNC(=O)COc1c(Cl)cc(Cl)cc1Cl	12%	-3%	-3	0%	-4	?
CN1CCN(Cc2nc3ccccc3c(=O)n2Cc2nc(-c3ccccc3F)cs2)CC1	-3%	1%	12	?	4	?
O=C(c1cccc([N+](=O)[O-])c1)N1CCN(C(=O)c2ccco2)CC1	6%	-8%	-1	-9%	-3	0%
C/C(=N\OCC(=O)OC(C)C(=O)Nc1ccc(C(N)=O)cc1)c1ccc2c(c1)OCO2 (configuration not stated)	11%	-17%	0	3%	1	42%[activator]
COc1ccc(/C=N/NC(=O)c2ccc(-n3cnnn3)cc2)cc1	nt	6%	nt	0%	nt	-4%
Cc1nn(CC(=O)N(C)C)c(=O)c2ccccc12	-3%	-1%	-8	13%	-13	?
CCOC(=O)C1CCCN(C(=S)NC2CCCC2)C1 (configuration not stated)	-2%	nt	-2	-2%	-2	16%
Cc1c(NC(=O)Nc2ccc(Cl)cc2Cl)c(=O)n(-c2ccccc2)n1C	0%	31%	-2	-18%	-13	?
COc1ccc(CNC(=O)CCCn2nc(C)n3c(cc4sccc43)c2=O)cc1	nt	-9%&-1%	-8	11%	-8	-13%
CN(Cc1ccon1)Cc1cn[nH]c1-c1ccc(-c2ccccc2)cc1	0%	4%[57.1 µM]	30*	196%[activator]	24	-19%
CCc1cc2c(=O)n(Cc3ccco3)c(SCc3c(C)noc3C)nc2s1	-1%	11µM*	12*	?	42*	?
COc1ccc(N(CC(=O)NCCc2ccccc2)C(=O)CCC(=O)Nc2nccs2)cc1	3%	-5%	4	0%	7	-11%
CCOc1ccc(CC(=O)N2CCN=C2SCc2ccc([N+](=O)[O-])cc2)cc1	-1%	0%	2	-10%	26	-23%
CC(=O)c1cccc(Nc2nc3ccccc3n3cnnc23)c1	11%	0%	14	?	4	-4%
CCOC(=O)c1c(C)[nH]c(C)c1S(=O)(=O)NC(C)Cc1ccco1 (configuration not stated)	nt	-14%	-3	-2%	-5	?
CCN(CC)C(=O)/C=C/c1ccccc1	nt	0%	nt	81%[activator]	nt	80%[activator]
CCc1nc(SCC(=O)Nc2ccccc2Cl)n[nH]1	-19%	-5%	11	28%	26	?
N#Cc1ccc(S(=O)(=O)N2CCN(C(=O)C3CC(=O)N(c4ccc5c(c4)OCCO5)C3)CC2)cc1 (configuration not stated)	nt	2%	nt	0%	nt	-11%
CCn1cc(C(=O)NC(=S)Nc2sc3c(c2C(=O)OC)CCCCCC3)cn1	0%	4%	4	7%	-7	?
C=CCn1c(C(C)NC(=O)c2ccccc2C)n[nH]c1=S (configuration not stated)	?	7%	3	7%	-6	52%[activator]
Cc1ncn(C23CC4CC(CC(C4)C2)C3)n1	1%	15%	2	?	4	?
O=C(Nc1ccc(NC(=O)c2cccs2)cc1Cl)c1ccco1	-4%	6%	38*	86%[activator]	96*	13%
O=C(NCCO)c1ccc2nc(Cc3cccc(Cl)c3)oc2c1	9%	0%	-1	0%	19	30%[activator]
Cc1ccc2[nH]c3c(c2c1)SC(C)(C)CC3=O	0%	-11%	2	-18%	11	nt
CCCCn1c(C(C)O)nc2ccccc21 (configuration not stated)	-2%	?	2	5%	15	1%
COc1cc(NC(=O)c2ccccc2Cl)c(OC)cc1NC(=O)CN1CCOCC1	-26%	0%	8	-23%	14	-18%
CCOC(=O)CC1C(=O)NCCN1S(=O)(=O)c1ccc(Br)cc1 (configuration not stated)	3%	nt	-4	0%	-9	0%
O=C(Nc1cccc(Br)c1)c1cc(=O)c2ccccc2o1	16%	4%	10	46%[activator]	-8	61%[activator]
Cn1c(N)c(C(=O)CSc2nc3ccccc3[nH]2)c(=O)n(C)c1=O	-9%	4%	-2	111%[activator]	-6	6%
CCN1CCN(CCNC(=O)c2ccc(/C=C3/Sc4ccccc4N(Cc4cccc(C)c4)C3=O)cc2)CC1	9%	9%	-12	12µM*	-29	?
Cc1csc(=Nc2ccccc2)n1CCCN1CCCC1=O	-3%	-14%	2	?	15	?
